Assay outcomes: PubChem, National Center for Advancing Translational Sciences (NCATS)
a7 integrin act: activates integrin-mediated alleviation for muscular dystrophy; alpha7betagal myoblasts, beta-gal FDG fluorescence, 48 h; Potency, µM (series often up to 38.3 µM), for the others: at the highest dose activation, most hits filed as activators; hit rate 0.064% among 350,000; AID 624291;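 also: potency is read from the fitted curve at half-maximal effect; 100% = response of the positive control SU9516; nearly all actives have a fitted effect of over 60% in size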
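alpha7betagal+/- myoblasts (passage 13, 250/well) treated 48 h at 37C with compounds at 1:260 dilution of DMSO stock. Lysed, then beta-galactosidase activity read as FDG fluorescence (ex 480/em 540) after 30 min, with pre-read for autofluorescence.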
Menin-MLL TR inh: displaces Texas Red mutant MLL peptide from human menin. Potency, µM (highest dose often 61.6 µM), for inactives: top-dose FP activity change, negative = inhibition, usual class: inhibitors. Menin + Texas Red MLL mutant peptide, fluorescence polarization. O00255. hit rate 0.23% among 270,000; active = well fitted inhibition curve with a large enough effect in the polarisation, with a control signal flat, not every such curve was filed as active; inconclusive = small, poorly fitted or top-dose-only effect, or effect the other way, or a change in a side signal; inactive = no such curve, though single readings can be large or run the other way; the % refers to the polarisation; also: potency is read from the fitted curve at half-maximal effect; % of control where 0% means no effect; many of its hits are not listed in these tables
S-ASM inh: inhibitors of human secretory acid sphingomyelinase; P17405; Potency, µM (series often up to 57.5 µM), inactives show at the top dose activity change, negative = inhibition, most hits filed as inhibitors; hit rate 0.006% among 340,000; placental ASM, HMU-PC fluorogenic substrate, 60 min; AID 504937; also: potency is read from the fitted curve at half-maximal effect
Target sequence (P17405 47-631 limits assumed): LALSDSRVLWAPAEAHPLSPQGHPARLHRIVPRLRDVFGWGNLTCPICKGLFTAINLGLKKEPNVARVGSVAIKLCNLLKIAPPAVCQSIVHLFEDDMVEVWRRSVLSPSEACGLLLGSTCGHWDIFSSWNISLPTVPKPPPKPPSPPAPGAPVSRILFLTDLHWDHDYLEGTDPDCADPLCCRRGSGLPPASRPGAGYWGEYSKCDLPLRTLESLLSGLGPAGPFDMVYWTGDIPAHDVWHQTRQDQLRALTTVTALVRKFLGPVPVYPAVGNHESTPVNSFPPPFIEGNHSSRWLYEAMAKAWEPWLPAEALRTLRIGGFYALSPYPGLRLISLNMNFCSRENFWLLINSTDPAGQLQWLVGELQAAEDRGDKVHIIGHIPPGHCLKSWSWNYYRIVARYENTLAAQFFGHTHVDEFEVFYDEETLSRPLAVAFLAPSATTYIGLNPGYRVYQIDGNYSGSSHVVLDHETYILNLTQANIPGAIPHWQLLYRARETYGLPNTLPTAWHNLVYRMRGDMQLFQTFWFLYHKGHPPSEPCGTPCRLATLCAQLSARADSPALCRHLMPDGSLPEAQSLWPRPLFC
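HMU-PC0 cleavage (9 uM final) by human placental ASM, 60 min at 37 °C following 10 min compound exposure at RT; stopped at pH 10, fluorescence Ex 386/Em 447 nm.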
TSG101-PTAP inh: blocks PTAP/TSG101 interaction to inhibit HIV-1 budding; Potency, µM (top dose mostly 115 µM), without a hit: at the highest dose activity change, negative = inhibition, hits mostly inhibitors; Q99816; 340,000 tested, under 10 active; Fluorescence polarization, FITC-PTAP peptide / Tsg101 binding; AID 493005; active = well fitted inhibition curve with a large enough effect in the main read-out, with a control signal flat, not every such curve was filed as active; inconclusive = small, poorly fitted or top-dose-only effect, or effect the other way, or a change in a side signal; inactive = no such curve, though single readings can be large or run the other way; also: potency is read from the fitted curve at half-maximal effect; % of control where 0% means no effect
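Steps: Tsg101 binding domain dispensed (10 uM final), compounds pinned in DMSO, FITC-labeled PTAP-motif peptide added (50 nM final); after 20 min binding at room temperature, polarization measured.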
MBNL1-CUG inh: inhibitors of human MBNL1 binding to CUG repeat RNA; Q9NR56; TR-FRET MBNL1-His/biotin-(CUG)12 binding, 665/545 ratio; Potency, µM (series often up to 57.5 µM), without a hit: at the top dose activity change, negative = inhibition, usual class: inhibitors; hit rate 0.036% among 280,000; AID 2675; active = well fitted inhibition curve with a large enough effect in the signal ratio, with a control signal flat, not every such curve was filed as active; inconclusive = small, poorly fitted or top-dose-only effect, or effect the other way, or a change in a side signal; inactive = no such curve, though single readings can be large or run the other way; the % refers to the signal ratio; also: potency is read from the fitted curve at half-maximal effect; % is scaled to controls: 0 for no effect and ±100 for the full control effect
Target sequence (Q9NR56 whole entry, looked up): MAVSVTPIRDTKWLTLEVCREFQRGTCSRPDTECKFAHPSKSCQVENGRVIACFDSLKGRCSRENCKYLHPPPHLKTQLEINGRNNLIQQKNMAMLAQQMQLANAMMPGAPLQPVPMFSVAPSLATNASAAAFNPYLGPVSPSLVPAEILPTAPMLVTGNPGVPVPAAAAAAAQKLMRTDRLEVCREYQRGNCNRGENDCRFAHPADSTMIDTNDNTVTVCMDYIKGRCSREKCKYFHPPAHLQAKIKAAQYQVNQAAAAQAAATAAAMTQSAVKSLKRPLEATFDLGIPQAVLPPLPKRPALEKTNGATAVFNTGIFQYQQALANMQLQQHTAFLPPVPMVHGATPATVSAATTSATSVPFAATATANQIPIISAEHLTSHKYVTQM
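His-tagged MBNL1 binding to biotinylated (CUG)12 RNA was measured by TR-FRET using terbium anti-His antibody (0.055 ng/ul final) and streptavidin-XL665 (5 nM final). Compounds were titrated 92 nM to 58 uM; 60 min at room temperature.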
TSHR antag: blocks TSH signaling through the human TSH receptor; P16473; TSHR-expressing cells, TSH-stimulated cAMP HTRF, 2 h; stronger effect = lower value; activity change, negative = inhibition, % at 11.5 µM; hit rate 0.2% among 330,000; AID 504810;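 active = activity change below a set negative limit, meaning inhibition stronger than a set level, cut at about -70% in these data; inconclusive = activity change between two set negative limits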; also: % is scaled to controls: 0 for no effect and ±100 for the full control effect
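TSHR-expressing cells, 200/well, pre-treated with compound, then stimulated with EC80 TSH (4nM final) for 2 hours at 37 deg C. cAMP measured by competitive HTRF: anti-cAMP cryptate antibody in lysis buffer plus cAMP-d2, read after 30 minutes at room temperature.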
TCR activator: activates T cell receptor signaling; primary human leukocytes, anti-CD3, IL-2 HTRF, 48 h; Potency, µM (series often up to 9.22 µM), without a hit: top-dose activation of IL-2 secretion, usual class: activators; 330,000 tested, under 10 active; also: % of control where 0% means no effect
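Primary human leukocytes incubated 48 hr with anti-CD3 beads plus compound, without co-stimulation. Secreted IL-2 measured by HTRF (europium cryptate/d2 anti-IL-2 pair, 320 nm excitation, 665 nm emission).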
Mito fusion yeast: blocks mitochondrial division or promotes mitochondrial fusion | S. cerevisiae fusion-defective mutant growth rescue, CellTiterGlo 48 h | hit rate 0.23% among 320,000 | Potency, µM (doses to about 46.1 µM), for inactives: top-dose growth rescue (activation), hits mostly activators;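 also: potency is read from the fitted curve at half-maximal effect; % of control where 0% means no effect; nearly all actives have a fitted effect of over 45% in size; temperature-sensitive fusion mutants such as fzo1-1 at 37 °C on non-fermentable ethanol glycerol medium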
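S. cerevisiae fusion-defective temperature-sensitive mutants (e.g. fzo1-1, mgm1-5) grown 48 h at 37C in YPEG (ethanol/glycerol non-fermentable) medium with 23 nl compound per well; growth rescue read as CellTiterGlo luminescence.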
MLL CXXC-DNA inh: MLL CXXC-DNA interaction inhibition; Q03164; MLL-CXXC / FITC-HOXA9 DNA fluorescence polarization; Potency, µM (top dose mostly 115 µM), without a hit: top-dose activity change, negative = inhibition, actives largely listed as inhibitors; hit rate 0.037% among 290,000; active = well fitted inhibition curve with a large enough effect in the polarisation, with a control signal flat, not every such curve was filed as active; inconclusive = small, poorly fitted or top-dose-only effect, or effect the other way, or a change in a side signal; inactive = no such curve, though single readings can be large or run the other way; the % refers to the polarisation; also: potency is read from the fitted curve at half-maximal effect
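Fluorescence polarization: 7 uM MLL-CXXC (stock) preincubated 5 min with compounds, then 50 nM fluorescein-HOX-A9 DNA (stock) added; 30 min ambient. Buffer 50 mM Tris-HCl pH 7.5, 50 mM NaCl, 1 mM DTT, 0.05% BSA.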
A-T KAP1 phos: candidate therapy for ataxia-telangiectasia; […] A-T fibroblasts, KAP-1 phosphorylation AlphaLISA; neocarzinostatin DNA damage 30 min before lysis; Potency, µM (titrated, usually from 57.5 µM), for the others: top-dose activation, actives largely listed as activators; hit rate 0.19% among 320,000; AID 485349; also: potency is read from the fitted curve at half-maximal effect; % of control where 0% means no effect; nearly all actives have a fitted effect of over 45% in size
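ATM-like activity read as KAP-1 phosphorylation via AlphaLISA donor/acceptor antibody pairs after lysis and 6 hr at 25C. Cells were ATM-null patient fibroblasts ([…], hTERT), dosed 60 min, then exposed to the DSB inducer NCS for 30 min.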
Active calls of the source: *; i = inactive; ? = inconclusive; . = not tested or not shown; [ ] = dose if it differs, or a comment. Unless noted, calls follow the shape of the dose curve; as a rule, active = well fitted curve in the direction sought with a large enough effect; inconclusive = small, poorly fitted or top-dose-only effect, or another doubt; inactive = no such curve, though single readings can be large; an effect the other way counts as inactive or inconclusive. Only part of the results is shown; count on the stated rates, not on these rows.

SMILES | a7 integrin act | Menin-MLL TR inh | S-ASM inh | TSG101-PTAP inh | MBNL1-CUG inh | TSHR antag | TCR activator | Mito fusion yeast | MLL CXXC-DNA inh | A-T KAP1 phos
CCOC(=O)c1ccc2nc(NC(NC(C)=O)(C(=O)OC)C(F)(F)F)sc2c1 (stereo not drawn) | 12% | -3% | 21% | -8% | 1% | 1 | 4% | 0% | -4% | -2%
COc1ccc(OCc2cc(C(=O)NCCN3CCCc4ccccc43)no2)c(Cl)c1 | -4% | . | -1% | 0% | 20% | -18 | -1% | 4% | 4% | -2%
O=S(=O)(c1cccc(C(F)(F)F)c1)N1CCCC1c1cccnc1 (stereo not drawn) | -5% | . | 1% | 0% | . | -2 | 0% | 0% | -11% | -6%
Cc1nc(C)c(C(=O)Nc2cccc(F)c2)s1 | -12% | 15% | 1% | -7% | -5% | 3 | 4% | -8% | -11% | -7%
CC(C)Oc1ccc(S(=O)(=O)N2CCOCC2)cc1NC(=O)c1nn(C)c(=O)c2ccccc12 | ? | . | -10% | 0% | . | . | -5% | . | . | .
CC(C)Cc1nnc(NC(=O)c2cc([N+](=O)[O-])ccc2N2CCOCC2)s1 | -6% | -17% | -4% | . | ? | -13 | -2% | 0% | -3% | 13%
NNC(=O)COc1cccc2cccnc12 | 3% | 8% | 1% | 0% | 19% | 4 | -19%[46.1 µM] | -2% | 10% | .
CCOC(=O)CCn1nc(-c2ccc(Cl)cc2)cc1N | 19% | 0% | 2% | 3% | 2% | -11 | 5% | -1% | -9% | 0%
O=C(O)c1ccc(N/N=C/c2ccc(-c3ccc(Br)cc3)o2)cc1 | -70%[inhibitor] | ? | 305%[activator] | 0% | 24% | -26 | 0% | -2% | -5% | 2%
N/C(=N\OC(=O)/C=C/c1ccc(Br)cc1)c1ccccn1 | -24% | -11% | 1% | 2% | 4% | 11 | 1%[46.1 µM] | 12% | 9% | -6%
Cc1nc2ccccc2n1CC(=O)NCCN1CCCC1 | -23%[7.66 µM] | 3% | 5% | -6% | ? | -6 | 2%[46.1 µM] | -3% | -2% | 7%
COc1ccc(C(=O)/C=C/Nc2ccc(S(=O)(=O)Nc3nc(C)cc(C)n3)cc2)cc1OC | 7% | -14% | i | 1% | . | -9 | -3%[46.1 µM] | -3% | 5% | 6%
COC(=O)c1cc(S(=O)(=O)NCC2CCN(Cc3ccc(F)cc3)CC2)c[nH]1 | ? | 5% | 4% | 0% | -11% | 3 | 5% | 0% | 6% | -1%
C/C(=N\Nc1nc2ccccc2nc1C)c1ccccc1O | 5% | . | -3% | 0% | . | -5 | -5% | -4% | 9% | -6%
C=CC[C@@H](CC(=O)N[C@H](CO)Cc1ccccc1)C(=O)N[C@H](COC(=O)[C@@H](CC=C)Cc1ccc(F)cc1)Cc1ccccc1 | 8% | . | 1% | 0% | . | -32 | 6% | . | . | -4%
COc1ccc(CCNC(=O)c2cccc(S(=O)(=O)N3CCOCC3)c2)cc1OC | -14% | . | 4% | -1% | . | -2 | 2% | 0% | . | 7%
CCOCCCNCc1cc(Cl)cc(Cl)c1OCC | -3% | -23% | 3% | -7% | -3% | 2 | 0% | -3% | 12% | 2%
CC(c1nnc(Sc2nnnn2-c2ccccc2)n1-c1ccc(F)cc1)N(C)C (stereo not drawn) | -54%[inhibitor] | 0% | -2% | -6% | -5% | 0 | 12% | 1% | -4% | 1%
O=C(NC(Cc1c[nH]c2ccccc12)C(=O)Nc1ccc(OC(F)(F)F)cc1)c1cccs1 (stereo not drawn) | -30% | -2% | -19% | -5% | ? | -13 | -2%[46.1 µM] | -4% | 13% | -10%
CCOC(=O)c1cnc2c(-c3ccc(F)cc3)cnn2c1C(F)(F)F | 12% | -2% | . | 1% | 1% | 7 | -1% | 1% | 5% | -2%
COc1ccc(Cl)cc1NC(=O)CN(C)C(=O)CN1C(=O)NC2(CCCC2)C1=O | 7% | . | 0% | -2% | . | 7 | -11% | 3% | . | 3%
Cc1cc(N2CCOCC2)cc(C)[n+]1[O-] | 3% | 8% | -1% | 1% | -10% | 13 | 4% | 3% | 1% | -2%
CN(CC(=O)NCCc1ccccn1)S(=O)(=O)c1ccc(Cl)cc1 | 8% | -2% | 0% | -1% | -6% | 34 | -2% | -1% | 23% | 5%
CC(C)n1c(SCC(=O)NC2CC2)nnc1-c1ccco1 | -2% | . | 1% | 0% | 1% | 4 | 3% | 1% | 4% | 12%
Cc1cc(CN(C)C(=O)c2ccc(OC3CCN(CCc4ccccc4)CC3)cc2)on1 | -39% | -20% | -1% | -3% | -3% | -3 | 0% | 0% | -1% | -1%
COc1ccccc1CNC(=O)C1(NC(=O)Nc2ccc(C)cc2)CCCCC1 | 22% | -5% | -11% | -1% | 5% | -12 | -11% | -1% | -4% | -4%
COc1ccc(NS(=O)(=O)c2ccc(O)c(C(=O)OCC(=O)N3CCCCC3)c2)cc1 | 21% | . | 2% | -3% | . | -2 | 1% | -2% | . | -8%
COc1ccc(C=O)c2[nH]c3c(Cl)ncnc3c12 | -24% | -13% | 55%[activator] | -1% | 1% | -19 | -8% | -5% | 48%[activator] | -4%
Cc1ccc(-c2nn(-c3ccccc3)cc2CSC(=N)N)cc1 | -45% | -11% | -4% | -2% | 2% | 21 | -3% | -3% | 70%[activator] | -2%
Cc1ncc([N+](=O)[O-])n1CC(=O)NC1CCCCC1 | -5% | 7% | -1% | 0% | . | 14 | 0%[46.1 µM] | -6% | 3% | 2%
O=C(CCc1nc(-c2ccccc2Cl)no1)NCCc1ccccc1 | -12% | -20% | 0% | -2% | 0% | -2 | 6% | 3% | 10% | 0%
COc1ccccc1-c1noc(-c2cccnc2)n1 | 26% | -9% | -4% | -3% | 3% | -8 | . | 4% | -3% | 1%
COc1ccc(-c2nc(CN3CCN(Cc4cccc(Cl)c4)CC3)c(C)o2)cc1 | 0% | -11% | 1% | -2% | -3% | -9 | . | -15% | 0% | 5%
COc1ccc(CN(C)CCCn2cnc3c(OCc4ccccc4)ncnc32)cc1 | -43% | . | 4% | -11% | . | . | 1% | . | . | .
N#CCCN(C(=O)Nc1ccc(Cl)c(Cl)c1)c1ccccc1 | 10% | 1% | 0% | -1% | 6%[11.5 µM] | -8 | 1%[46.1 µM] | -7% | 0% | 3%
CC1(C)Cc2c(sc3ncn4nnnc4c23)CO1 | . | -11% | . | . | 11% | 18 | . | 3% | 15% | -3%
O=C(Nc1ccc2nc[nH]c2c1)c1ccco1 | 7% | 11% | 2% | 1% | 3% | 19 | 2% | 2% | 0% | ?
COc1ccccc1-c1nn2c(C3COc4ccccc4O3)nnc2s1 (stereo not drawn) | 1% | 0% | ? | -6% | 4% | 16 | 5% | 27% | 4% | .
O=C1C2=C(C(=O)c3ccccc31)C1O[C@](c3ccsc3)(Cc3ccccc31)O2 | . | ? | . | . | 9%[11.5 µM] | . | . | -2%[9.22 µM] | 3%[23 µM] | -9%[11.5 µM]
CCOC(=O)c1oc2ccccc2c1CN1CCCCC1 | 3% | -21% | -1% | 0% | . | 2 | -3% | -7% | -4% | 5%
CCn1c(SCc2ccccc2)nnc1C1CCN(S(=O)(=O)c2ccc(OC)cc2)CC1 | -10% | ? | -1% | -5% | 5% | 8 | 3% | 5% | 1% | -7%
O=C(O)CSc1nnc(COc2ccc(Br)cc2)n1-c1ccccc1 | 0% | 21% | 8% | -5% | -6% | -10 | 3% | -2% | -23% | 11%
CC1Cc2cc(-c3csc(N)n3)ccc2O1 (stereo not drawn) | -7% | 14% | -3% | -5% | 8% | 4 | 4% | -12% | -1% | 0%
O=C(Nc1nccs1)c1ccc2ccccc2n1 | -22% | 31%[activator] | 0% | -4% | ? | -1 | -1% | 8% | 8% | 9%
CN(Cc1c(F)cccc1Cl)C(=O)CNC(=O)c1sc2ccccc2c1Cl | 12% | . | -1% | 2% | . | -27 | 0% | -14% | . | 1%
COc1ccc(Cl)c(Cn2c(NCc3ccco3)nc3c2c(=O)n(C)c(=O)n3C)c1 | -36%[inhibitor] | -12% | 0% | -10% | -3% | -9 | 3% | 10% | 6% | 5%
COc1cccc(CNc2ccc3c(c2)CCC3)c1 | 1% | -8% | 10% | -4% | -3% | -12 | 0% | -5% | -18% | -8%
O=[N+]([O-])c1ccc2nc(SCc3cn4cccnc4n3)[nH]c2c1 | -20% | . | -3% | 2% | ? | 0 | 3% | 0% | -6% | -27%
CNC(=O)c1sc(-c2ccc(Cl)cc2)nc1C | 0% | -8% | -1% | -1% | ? | . | -2% | 1% | -2% | .
COc1ccc(-c2nc3ccccc3s2)cc1O | 28% | 46%[activator] | 9% | -5% | 16% | -15 | -6% | 10% | 4% | -6%
COc1cc(OC)cc(C(=O)Nc2ccc(S(=O)(=O)Nc3ccccn3)cc2)c1 | 49% | -30% | -1% | -2% | 3% | -8 | -2% | -7% | -2% | 1%
